# Screening data as filed in PubChem.
# RMI-FANCM inh – blocks RMI1/RMI2 complex binding to FANCM MM2 peptide; Fluorescence polarization, RMI core complex with F-MM2 peptide; active compounds read low; FP signal (polarization) at 33 µM; hit rate 0.58% among 70,000; in the data active means FP signal below about 40; further: inactives centre near 61; strong numbers were not always called active; unit not given here
# * marks the source's active call; other numbers are inactive results; & = joins results of further samples. The list is partial (hit frequency here may not be typical).
mol	RMI-FANCM inh
COc1cc(OC)cc(C(C)(C)OC(=O)NN)c1	64
CCOC(=O)c1c(-c2ccco2)csc1NC(=O)Nc1ccc(Cl)cc1	55
CCCCSC1=NC(=O)CC(=O)N1	62
O=C1C2CCCCC2C(=O)N1c1ccc(S(=O)(=O)N2CCOCC2)cc1 (stereo unspecified)	66
CC(/C=C/c1cccc(Oc2ccc(F)cc2)c1)N(O)C(N)=O (stereo unspecified)	50
O=C(NCCOc1ccccc1)c1cc(Cl)ccc1[N+](=O)[O-]	61
Cc1ccc(-n2c(N)c(C(=O)NCc3ccc4c(c3)OCO4)sc2=S)cc1	65&66
CN(C)C(CNC(=O)C(=O)NC1CCCCC1)c1ccco1 (stereo unspecified)	50
COc1ccc(Cl)c2sc(N(CC3CCCO3)C(=O)C3CCCC3)nc12 (stereo unspecified)	66
CCn1nc(C)cc1-c1nnc(Sc2ncc([N+](=O)[O-])s2)n1C	55

# Continued:
mol	RMI-FANCM inh
Cc1noc(-c2ccccc2)c1NC(=O)NCc1cccs1	52
CCN(C(=O)c1cccc(Cl)c1)C1C2CC3CC(C2)CC1C3 (stereo unspecified)	64
CCN1CCOc2ccc(NC(=O)c3cccc(Cl)c3)cc2C1=O	58
O=C(CCCn1c(=S)[nH]c2cc3c(cc2c1=O)OCO3)NCc1cccnc1	61
CC(=O)Nc1ccc(NC(=O)CCc2csc(NC(=O)c3ccc[nH]c3=O)n2)cc1	62
Cn1nccc1C(=O)Nc1nc2c(s1)CCC2	69
Cc1cc(OC(=O)c2cccc(F)c2)n(-c2ccccc2)n1	65
CCCCOC(=O)Nc1ccc(N2CCOCC2)cc1	65
O=C(Nc1ccc2c(c1)N(C(=O)C1CCCC1)CC2)c1ccc(F)cc1	66
Cc1nc(C)c(S(=O)(=O)NCc2ccc(S(N)(=O)=O)cc2)s1	61

# (list continues)
mol	RMI-FANCM inh
Cc1cccc(CN2CCc3c(O)cccc3C2=O)c1	68
O=S(=O)(NCC(c1ccco1)N1CCN(c2ccccc2F)CC1)c1cccs1 (stereo unspecified)	57
O=C(Nc1ccc(Cl)cc1)ONC(=O)c1ncc(C(F)(F)F)cc1Cl	54
COc1cccc2c1CCC1CC(=O)CC[C@]21C (stereo partly specified)	55
Cn1c(SCC(=O)c2ccccc2)nnc1C1COc2ccccc2O1 (stereo unspecified)	51&54
O=C(CCN1CCOCC1)Nc1cc(C(F)(F)F)ccc1Cl	59
Cc1nc(S(=O)(=O)Nc2ccccc2C(=O)NCC2CC2)cn1C	51&58
O=C(NCc1nnc(SCc2ccc(Br)cc2)n1-c1ccc(F)cc1)c1ccco1	61
COc1cccc(NC(=O)NCCCn2nc(-c3ccco3)ccc2=O)c1	68
CCc1ccc2nc(N(CCCN(C)C)C(=O)c3ccc(S(=O)(=O)N(C)C4CCCCC4)cc3)sc2c1	99

# (listing goes on)
mol	RMI-FANCM inh
O=C(NCc1ccc2c(c1)OCO2)c1cccc2c1OCCCO2	57
O=C(CSc1ccc(NC(=O)c2ccccc2F)nn1)Nc1ccc2c(c1)OCCO2	69
COc1ccc(CCNC(=O)CC2CSc3nc(C)cc(=O)n32)cc1OC (stereo unspecified)	67
O=C(NCCN1CCn2cc(OCc3ccccc3)c(=O)cc2C1=O)c1cccs1	62
NS(=O)(=O)c1ccc(NC(=O)CSc2ccc(F)cc2)cc1	52
O=C(Nc1ccc(Cl)c(C(F)(F)F)c1)C(N=Nc1cccnc1)=C(O)c1ccccc1	74
CCOC(=O)Nc1nc(CC(=O)Nc2ccc(S(N)(=O)=O)cc2)cs1	65
CS(=O)(=O)c1ccc(-c2nnc(NC(=O)CCS(=O)(=O)c3ccc(Cl)cc3)o2)cc1	64
COc1cccc(NC(=O)Cn2c(=O)n(-c3ccccc3)c(=O)c3c2c2cc(C)ccc2n3C)c1	68
O=C(NCCCn1nc(-c2ccc(F)cc2)ccc1=O)c1ccc2c(c1)OCO2	66

# A few values from the list.
# RMI-FANCM inh result of COc1cccc(NC(=O)NCCCn2nc(-c3ccco3)ccc2=O)c1 → 68
# RMI-FANCM inh result of Cc1nc(S(=O)(=O)Nc2ccccc2C(=O)NCC2CC2)cn1C → 51&58
# RMI-FANCM inh result of Cc1ccc(-n2c(N)c(C(=O)NCc3ccc4c(c3)OCO4)sc2=S)cc1 → 65&66

# Next part.
mol	RMI-FANCM inh
CC(=O)N1CCc2c(sc(NC(=O)C3CCCN(S(C)(=O)=O)C3)c2C(N)=O)C1 (stereo unspecified)	65
CCN1C(=O)C(C)(C)COc2ccc(NC(=O)c3ccccc3Br)cc21	55
CCSc1ccccc1C(=O)Nc1nnc(-c2cc(C)n(C)n2)o1	68
O=C1CC(c2ccc(Br)cc2)CC(=O)N1Cc1ccccc1	72
COc1cccc2cc(C(=O)Nc3nc4c(s3)CCCC4)c(=O)oc12	59
O=C(Nc1cc(C(F)(F)F)ccc1N1CCCCC1)c1ccncc1	57&53
O=C1CCC(=O)N1c1ccc(S(=O)(=O)NCc2ccco2)cc1	62
NS(=O)(=O)c1cccc(NC(=O)c2cccnc2Sc2ccccc2)c1	59
O=C1CCCC(OC(=O)c2cccc(C(F)(F)F)c2)=C1Cl	63
CCOC(=O)CCC(=O)NCc1nnnn1-c1ccc(Cl)cc1	55

# (list continues)
mol	RMI-FANCM inh
COc1ccccc1CNC(=O)CSc1ccc(NC(=O)c2ccccc2)nn1	67
C=C1C([C@@]2(C)C=CC(=O)OC3(C)COC(=O)CC32)[C@@H](OC=O)[C@H](OC(=O)C(O)C(C)CC)[C@@]2(C)[C@H](c3ccoc3)C[C@@H](OC(C)=O)[C@]12O (stereo partly specified)	55
CCS(=O)(=O)N1CCCc2ccc(N)cc21	68
CCN(CC)c1ccc2cc(-c3nnc(NCc4ccc5c(c4)OCO5)s3)c(=O)oc2c1	1
COc1ccc(/C=C2\SC(=S)N(CC(=O)NC3=NCCS3)C2=O)cc1OC	59
NC(=O)c1cc2ccccc2oc1=NCc1ccccc1	53
O=C1CCc2cc(NS(=O)(=O)Cc3ccc(F)cc3)ccc2N1Cc1ccccc1	58
CCOC(=O)c1c(C)oc2c1c(C=Nc1ccc(OCC)cc1)c(O)c1ccccc12	63
O=C(c1ccc(CSc2nc(-c3ccc(Cl)cc3)cs2)o1)N1CCOCC1	70
N[C@@H](CO)CSCc1ccccc1	50

# Continuation.
mol	RMI-FANCM inh
NS(=O)(=O)c1ccc(NC(=O)CN2CCCCC2)cc1	53
COc1ccccc1N1CCN(CCNS(=O)(=O)c2ccc3c(c2)OCCO3)CC1	63
NNC(=O)c1cc2ccccc2cc1O	50
N#CCCN(Cc1cccs1)C(=O)Nc1ccc2c(c1)CCO2	54
O=C1CSC(=Nc2ccc(Cl)cc2)N1Cc1ccccc1Cl	66
O=C1CSC(=Nc2c(Br)cc(F)cc2Br)N1CCc1ccncc1	54
CCCCN1C(=O)c2cccc3c(NC(=O)c4cc(=O)c5ccccc5o4)ccc1c23	87
O=C(Nc1ccc2sccc2c1)c1ccno1	56
CCOC(=O)c1sc2ccc(NS(=O)(=O)c3ccc(C)cc3)cc2c1C	42
CCn1cc(C(=O)Nc2cccc(C(F)(F)F)c2)c2nn(-c3ccccc3)c(=O)c-2c1	52

# Additional records follow:
mol	RMI-FANCM inh
CCc1ccc(S(=O)(=O)NCCNC(=O)c2ccc(NC(C)=O)cc2)cc1	63
CCc1ccc(NC(=O)C(=O)NCC(c2ccc3c(c2)CCN3C)N2CCCC2)cc1 (stereo unspecified)	63
O=C(NCCN1CCOC(c2ccccc2)C1)c1ccccc1 (stereo unspecified)	74
CN(C)c1ccc(C(CNC(=O)COc2ccc(Cl)cc2)N2CCc3ccccc3C2)cc1 (stereo unspecified)	57
CCOC(=O)CC1C(=O)NCCN1C/C=C\c1ccccc1OC (stereo unspecified)	52
C=C(CC)C(=O)c1ccc(OCC(=O)O)c(Cl)c1Cl	62&65&43
CCOC(=O)Cc1csc(NC(=O)CC2CSc3ncc(C)c(=O)n32)n1 (stereo unspecified)	65
CCOC(=O)c1ccc(NC(=O)NNC(=O)c2ccc(=O)n(Cc3ccc(C)cc3)c2)cc1	63
O=C(CSc1nccn1-c1ccc([N+](=O)[O-])cc1)Nc1nccs1	61
CCOC(=O)N1CCC(NC(=O)c2cn(-c3cccc(Cl)c3)nn2)CC1	58

# More structures follow:
mol	RMI-FANCM inh
COc1cc(N2CCN(C(=O)c3c(F)cccc3Cl)CC2)nc(C)n1	55
Cc1cc(C)nc(SCC(=O)Nc2ncc(Cc3ccc(Cl)cc3)s2)n1	56
C=CCN1CC(c2nc3ccccc3n2CCCOc2ccccc2Cl)CC1=O (stereo unspecified)	64
C[C@H]1[C@H]2CCC3C4CC=C5C[C@@H](N(C)C)CC[C@]5(C)C4CC[C@@]32CN1C (stereo partly specified)	63
O=C(Nc1ccc(SCC(=O)N2CCN(c3ccccc3)CC2)nn1)c1cccs1	73
CCOC(=O)c1sc(NC(=O)c2ccc(C#N)cc2)nc1-c1ccccc1	67
CN(C/C=C/c1ccccc1)Cc1cccc2ccccc12	53
COc1ccc(S(=O)(=O)NCc2ccsc2)c(OC)c1	68
CN1C(=O)c2cccc(NC(=O)c3ccn(C)n3)c2C1=O	66
Cc1nc(SCc2ccccc2)[nH]c(=O)c1CC(=O)Nc1ccccc1C(N)=O	62

# The closing three entries of the section above lead into the next:
mol	RMI-FANCM inh
COc1ccc(S(=O)(=O)NCc2ccsc2)c(OC)c1	68
CN1C(=O)c2cccc(NC(=O)c3ccn(C)n3)c2C1=O	66
Cc1nc(SCc2ccccc2)[nH]c(=O)c1CC(=O)Nc1ccccc1C(N)=O	62
CCOC(=O)N1CCN(C(=O)CSc2nnc3ccc(-c4ccc(F)cc4)nn23)CC1	58
CC(C)Oc1ccc(-c2csc(NC(=O)C(C)(C)C)n2)cc1	73
Cc1ccc(-c2n[nH]c(=S)o2)cc1	69
Cc1ccc(NNS(=O)(=O)c2ccc(C)cc2)cc1	58
CN(C)CCC(O)(CCc1ccccc1)c1ccccc1 (stereo unspecified)	61
CSc1ccc(CC(=O)Nc2nc3c(Br)cccc3s2)cc1	115
CCOC(=O)C1CCCN(Cc2cn3c(-c4ccc(Br)cc4)nnc3s2)C1 (stereo unspecified)	60
CC(=O)Nc1ccc(OC(=O)c2cccc(Cl)c2)cc1	55
CN(C1CCCCC1)S(=O)(=O)c1ccc(C(=O)Nc2nc(-c3ccccc3)cs2)cc1	71
O=C(CCN1CCN(Cc2ccccc2)CC1)N1N=C(c2ccccc2)CC1c1cccc([N+](=O)[O-])c1 (stereo unspecified)	63&58

# The results go on.
mol	RMI-FANCM inh
Cn1c(=O)c2cnc(-c3ccc(C(F)(F)F)cc3)nc2n(C)c1=O	61
CC(=O)O/N=C\c1ccc2c(c1)CCO2	67
S=c1[nH]c(=S)c2cc(Cl)ccc2[nH]1	54
Cc1c(Cl)cccc1NC(=O)C(=O)Nc1cc2c3c(c1)CCC(=O)N3CCC2	53
NC(=NS(=O)(=O)c1cc(Cl)c(Oc2ccc([N+](=O)[O-])cc2)c(Cl)c1)c1ccccn1	50
N#C/C(C(N)=O)=C1/SC=C(c2ccc(Br)cc2)N1Cc1ccccc1	57
CCOC(=O)Cn1c(=O)c2c(nc3n(C)c(C)cn23)n(C)c1=O	53
CCOc1ccc2ccccc2c1C(=O)NCC(c1cccn1C)N1CCCC1 (stereo unspecified)	62
S=c1[nH]nc(-c2ccc(Cl)s2)o1	69
COc1ccccc1NC(=O)CSc1ccc(NC(=O)c2cccs2)nn1	70

# Reprinted from the part before: three entries; new compounds follow.
mol	RMI-FANCM inh
CCOc1ccc2ccccc2c1C(=O)NCC(c1cccn1C)N1CCCC1 (stereo unspecified)	62
S=c1[nH]nc(-c2ccc(Cl)s2)o1	69
COc1ccccc1NC(=O)CSc1ccc(NC(=O)c2cccs2)nn1	70
CCCN1CCCc2cc(CCNC(=O)COc3ccc(Cl)cc3)ccc21	71
CCCN1CCCc2cc(CCNS(=O)(=O)c3ccc(NC(C)=O)cc3)ccc21	131
Cc1ccc(Nc2nc(C(N)=O)cs2)c(C)c1	64
CC1(C)CC(=O)c2c(nc(SCC(=O)Nc3nsc(-c4ccccc4)n3)c(C#N)c2-c2ccccc2)C1	99
COCc1nc2ccccc2n1C(C)C	55
COc1ccccc1C(=O)NNc1cc(C(F)(F)F)ccn1	53
Cc1cc(-c2ccc(NC(=O)Cc3cccc4ccccc34)c(C)c2)ccc1NC(=O)Cc1cccc2ccccc12	74
CSC(=S)N(C)/N=C\c1cc(Cl)cc(Cl)c1O	60
CSc1nc(-c2cccs2)cc(C(F)(F)F)c1C#N	58
CCc1c(C#N)c(SCC(=O)Nc2cccc(C(C)=O)c2)nc2c1C(=O)CC(C)(C)C2	86

# Next part.
mol	RMI-FANCM inh
Cn1nc(-c2ccc(S(=O)(=O)N3CCCN(C(=O)OC(C)(C)C)CC3)s2)cc1C(F)(F)F	57
CN(C)c1ccc(C(=S)N2CCN(C(=S)c3ccccn3)CC2)cc1	58
Cc1nnc(NC(=O)CCn2cnc3c(cnn3C(C)(C)C)c2=O)s1	64
COc1cccc(CC(=O)N(Cc2ccccn2)c2nc3ccccc3s2)c1	73
Cc1ccccc1Cn1cnc2c(cnn2CCNC(=O)c2ccccc2Cl)c1=O	70
COc1ccc(NC(=O)C(=O)Nc2nc3ccccc3s2)cc1N1CCCC1=O	52
COc1ccc(CN2CCc3nc(SCC(=O)Nc4ccc(C)c(C)c4)[nH]c(=O)c3C2)cc1	59
Cc1cc(S(=O)(=O)Nc2ccc3c(c2)N(C(=O)C2CCCC2)CC3)ccc1F	70
CCOC(=O)N1CCN(S(=O)(=O)c2ccc(C(=O)Nc3cc(C)no3)cc2)CC1	68
COc1cccc(-c2cc(C(=O)NCCCN(C)C)c3c(C)nn(C4CCS(=O)(=O)C4)c3n2)c1 (stereo unspecified)	78&86
COc1ccc(-c2csc(-c3cc4cccc([N+](=O)[O-])c4oc3=O)n2)cc1OC	66
O=C(Nc1ccc2scnc2c1)c1cccc(C(F)(F)F)c1	55
COc1ccc(CN(CC(=O)Nc2ccccc2)S(=O)(=O)c2cccnc2)cc1	70
